VEEV TC-83 Vero: inhibitors of VEEV TC-83 cytopathic effect, confirmation, Vero cells (AID 588727) | Vero cells, VEEV TC-83 cytopathic effect inhibition; higher % means a stronger effect | inhibition, % at 20 µM, or IC50 in µM where a hit was titrated | 350,000 tested, 0.13% active; in the data active = a potency from the dose series; inconclusive = inhibition mostly from about 14% at the one dose, without a potency; inactive = the rest, 99 in 100 with inhibition below about 12%; note: strong numbers were not always called active
H1N1 NS1A inhibition: H1N1 influenza NS1A inhibitors, functional cell based assay (AID 504329) | 340,000 tested, 0.3% active | NS1A functional cell-based assay, percent inhibition; higher % means a stronger effect | one-dose inhibition, % at 12.5 µM; IC50 in µM for titrated hits; in the data active = a potency from the dose series; inconclusive = inhibition above about 27% without an active follow-up result; note: strong numbers were not always called active
PhoP GFP inhibition: Inhibition of PhoP regulon, Salmonella typhi GFP reporter cells, confirmation, 4 h (AID 1850). 310,000 tested, 0.33% active. inhibition, % at 50 µM, or IC50 in µM where a hit was titrated. Salmonella Typhi PhoP-promoter GFP reporter, fluorescence, 4 h; higher % means a stronger effect; in the data active = a potency from the dose series; inconclusive = inhibition mostly from about 25% at the one dose, without a potency; inactive = the rest, 99 in 100 with inhibition below about 19%;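 note: 0% = induced wells with vehicle and 100% = uninduced wells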
H37Rv inhibition: M. tuberculosis growth inhibition, HTS (AID 449762); M. tuberculosis H37Rv growth inhibition, 7H9 media; higher % means a stronger effect; inhibition, % at 25 µM; hits with a dose series show IC50 in µM; 330,000 tested, 0.59% active; in the data active = a potency from the dose series; inconclusive = inhibition above about 70% without an active follow-up result;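 note: bacterial growth assessed after seven days of incubation; strong numbers were not always called active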
tuberculosis growth: growth inhibition of non-replicating M. tuberculosis (AID 488890); Mycobacterium tuberculosis non-replicating, growth inhibition; higher % means a stronger effect; inhibition, % at 25 µM, or IC50 in µM where a hit was titrated; 320,000 tested, 0.39% active; in the data active = a potency from the dose series; inconclusive = inhibition mostly from about 82% at the one dose, without a potency; inactive = the rest, 99 in 100 with inhibition below about 76%;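 note: plate controls were DMSO cells for no effect and high antibiotic wells for full effect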
VEEV TC-83 Vero 10K pilot screen: further read-out of VEEV TC-83 Vero, marked with its call; inhibition, %; measured here: 10K pilot screen inhibition
An asterisk follows results filed as active; i = inactive; ? = inconclusive; . = no result given. Not a hit list; overall some 1.6% were active at least once.

SMILES	VEEV TC-83 Vero	H1N1 NS1A inhibition	PhoP GFP inhibition	H37Rv inhibition	tuberculosis growth	others
CC(C)Cc1nnc(NC(=O)CCC(=O)N2CCOCC2)s1	0.5%	-1%	-5%	-12%	-6%
Cc1cc(C(F)(F)F)nc(SCc2ccc(C(=O)O)o2)n1	6.7%	18%	11%	-5%	-14%
COc1ccc(NS(=O)(=O)c2ccc3oc(=S)[nH]c3c2)cc1	i	-11%	1%	5%	11%
CCCn1nnc(NC(=O)/C=C/c2ccc(C(C)C)cc2)n1	0.1%	1%	5%	-4%	25%
CC(C)NC(=O)Cn1c(SCC(=O)N2CCc3ccccc3C2)nc2ccccc21	1.4%	6%	-2%	3%	15%
CC(C)OP(=O)(Nc1cccc2ccccc12)OC(C)C	1.7%	-4%	-7%	-3%	-6%
COc1ccc(-c2nc(-c3cccs3)c(-c3cccs3)[nH]2)cc1O	10%	3%	-2%	8%	14%
CCOC(=O)c1c(C)[nH]c(C)c1C(=O)COC(=O)CSc1ccc(C)cc1	i	0%	.	18%	78%
CCOc1cc(CN2CCN(CCOCCO)CC2)ccc1OC	0.1%	-13%	-12%	-11%	-17%
Cc1cc(NCc2ccc3c(c2)OCO3)n2nc(C)nc2n1	i	0%	-4%	-8%	-6%
Cc1ccc2c(c1)N(CC(=O)OCC(=O)NCc1ccccc1)C(=O)CO2	1.3%	-6%	-12%	3%	11%
COc1cc(/C=C/c2cc(C(=O)O)c3ccccc3n2)ccc1OC(F)F	5.2%	-8%	-1%	-1%	4%
CC1CCN(CC(=O)Nc2cccc(C(=O)Nc3cccc(C(F)(F)F)c3)c2)CC1	0.3%	-1%	6%	23%	78%
CCN(CC)S(=O)(=O)c1ccc(NC2c3ccccc3C(=O)N2Cc2ccco2)cc1 (stereo not drawn)	5.2%	-2%	-7%	-11%	24%
CCN(CC)CCCOC(=O)C(c1ccccc1)c1ccccc1	2.0%	-12%	-4%	-8%	4%
Cc1ccc(C(=O)NC(=S)N(C)C2CCCCC2)cc1	3.7%	-16%	-5%	63%	24%
CCS(=O)(=O)c1ccc2oc(SCC(=O)Nc3ccc(OC)cc3)nc2c1	1.2%	4%	-22%	6%	5%
COc1ccc(NC(=S)NCc2ccc(Cl)cc2)c(OC)c1	i	-1%	0%	-3%	33%
COc1ccc(CCNC(=S)N2CCC(Cc3ccccc3)CC2)cc1OC	1.4%	-1%	-1%	5%	51%
COc1c(C(=O)Nc2nnc(C3CC3)s2)csc1Cl	1.6%	16%	-6%	-14%	-9%
CS(=O)(=O)NNP(=O)(NNS(C)(=O)=O)NC(=O)c1ccccc1	0.8%	-3%	1%	5%	-9%
COc1ccc(C(=O)COC(=O)CCNS(=O)(=O)c2ccccc2)cc1Br	1.8%	-7%	-5%	-7%	-6%
c1c2c(cc3sc(N4CCOCC4)nc13)OCO2	4.2%	-4%	6%	-6%	30%
CN(C(=O)c1ccc(NC(=O)Cc2ccc(NC(=O)C3CCCN(C(=O)C4CCCC4)C3)cc2)cc1)C1CCCC1 (stereo not drawn)	i	-4%	.	.	.
CC(=O)Nc1ccc(NC(=O)C(C)OC(=O)CCC2CCCCC2)cc1 (stereo not drawn)	1.1%	0%	7%	-2%	4%
CCN(CC)C(=O)c1ccccc1NC(=O)CN1C(=O)c2ccccc2S1(=O)=O	1.0%	1%	3%	3%	-12%
CC(=O)OC1CCC2(C)C(=CCC3C4CC(=O)N(O)C(=O)C4(C)CCC32)C1 (stereo not drawn)	2.5%	-7%	.	.	.
Cc1ccc(OCC(=O)Nc2ccccc2C(=O)N2CCCCC2)cc1	i	-3%	-9%	-1%	-3%
COC(=O)c1cccc(-n2nnnc2SCC(=O)Nc2nc3c(s2)CCCC3)c1	8.9%	-8%	-8%	12%	25%
COc1ccc(NC(=O)COc2ccc(CNCCCN3CCOCC3)cc2OC)cc1	i	-3%	-11%	-3%	-13%
CCC1CCCCN1CCCNC(=O)Cn1cc2c(n1)-c1c(oc(C(=O)N3CCCC3)c1C)CC2 (stereo not drawn)	i	2%	-15%	4%	23%
Cn1c(NCc2ccco2)nc2ccccc21	2.9%	-10%	-11%	-10%	14%
CC(C)c1ccc(NC(=O)C2CCN(S(=O)(=O)c3ccc4c(c3)C(C)(C)C(=O)N4C)CC2)cc1	2.5%	7%	-14%	-6%	1%
CSCCC(NC(=O)c1ccco1)C(=O)NCC(C)(C)N1CCOCC1 (stereo not drawn)	0.1%	-6%	.	-8%	-1%
O=C(CN1CCN(c2ccc(C(F)(F)F)cn2)CC1)NCc1ccc2c(c1)OCO2	i	-17%	1%	-1%	21%
Cc1ccc(C)c(C(=O)COc2ccccc2[N+](=O)[O-])c1	?	0%	-2%	?	?
CC(C)C[C@@]12C(=O)N(c3ccc(Br)cc3)C(=O)N1[C@H](c1ccc(Br)cc1)[C@@H]1C(=O)N(C(C)(C)C)C(=O)[C@@H]12	0.2%	4%	2%	5%	44%
O=C(Nc1nc(N2C(=O)c3ccccc3C2=O)n(-c2ccccc2)n1)c1ccc(F)cc1	0.7%	2%	-10%	-12%	-17%
COc1cc(NC(=O)c2ccc(CNc3c(N4CCCC4)c(=O)c3=O)cc2)cc(OC)c1OC	1.1%	-14%	4%	-6%	14%
CC(=O)N1CCC(N(C(=O)Nc2ccc(F)cc2)C2CCCC2)CC1	0.6%	39%	-18%	-20%	-22%
COc1ccc(C(CNC(=O)Cn2c(=O)oc3ccccc32)N(C)C)cc1 (stereo not drawn)	2.1%	-8%	-10%	-4%	-8%
COc1ccc(-c2cc(-c3nnc(COC(=O)c4ccncc4)o3)c3ccccc3n2)cc1OC	9.7%	3%	12%	2%	6%
O=C(N1CCCCC1)N1CCN(C(=O)N2CCCCC2)CC1	3.0%	2%	5%	1%	-1%
C[C@@H]1CCCCCCCCC(=O)OCCN[C@H](C)CCCCCCCCC(=O)OCCN[C@H](C)CCCCCCCCC(=O)OCCN1	3.5%	9%	.	25µM*	52%
Cc1noc(C)c1CSCC(=O)OCc1nnc(-c2ccc([N+](=O)[O-])cc2)o1	2.1%	-4%	.	7%	2%
COc1ccc(CCN(C)C(=O)COc2cccc(-n3cnnn3)c2)cc1OC	0.4%	1%	.	-6%	4%
NC(=O)[C@@H]1CCCNc2c(I)cc([N+](=O)[O-])cc2C(=O)N[C@@H](CO)C(=O)NCC(=O)N1	.	.	-4%	0%	-9%
Cc1ccccc1NC(=O)NCc1ccc2c(c1)OCO2	i	7%	-6%	-5%	-4%	VEEV TC-83 Vero 10K pilot screen=0.4
O=C(COC(=O)/C=C/c1ccc(F)cc1)Nc1ccc(Cl)cn1	0.5%	-1%	0%	3%	67%
Cc1ccc(S(=O)(=O)NNC2=NCCCCC2)cc1	1.3%	-11%	9%	-13%	0%
Next results.
SMILES	VEEV TC-83 Vero	H1N1 NS1A inhibition	PhoP GFP inhibition	H37Rv inhibition	tuberculosis growth	others
O=S(=O)(NCc1cn2ccsc2n1)c1ccc(Oc2ccccc2)cc1	i	-24%	10%	1%	31%
CCn1cc(C(=O)O)c(=O)c2cc(F)c(N3CCN(C(=S)NC(=O)c4ccccc4)CC3)cc21	2.6%	1%	18µM*	-5%	i
Cc1ccc2c(c1)-c1c(cnn1CC(=O)O)CO2	3.1%	-2%	12%	-9%	-11%
OCCSc1nc(-c2cccnc2)nc2ccccc12	7.3%	4%	0%	4%	13%
O=C(NC1CCNCC1)C1CC1	1.2%	11%	9%	2%	1%
C/[N+]([O-])=C\c1ccc([N+](=O)[O-])o1	1.1%	-14%	7%	?	31%
Cc1c(C(=O)Nc2c(C)n(C)n(-c3ccccc3)c2=O)oc2ccccc12	0.4%	16%	5%	-5%	-6%
O=C(O)[C@@H](O)c1ccccc1	2.6%	0%	-9%	2%	-11%
CCc1ccc(OC(C)C(=O)Nc2ccc(S(=O)(=O)Nc3nccs3)cc2)cc1 (stereo not drawn)	1.9%	4%	0%	-2%	63%
Cc1ccc(SCC(=O)Nc2ccc(S(N)(=O)=O)cc2)cc1	0.8%	14%	-4%	-4%	20%

Quoted at random: 5 entries already listed, in no set order.
SMILES	VEEV TC-83 Vero	H1N1 NS1A inhibition	PhoP GFP inhibition	H37Rv inhibition	tuberculosis growth	others
C/[N+]([O-])=C\c1ccc([N+](=O)[O-])o1	1.1%	-14%	7%	?	31%
CCc1ccc(OC(C)C(=O)Nc2ccc(S(=O)(=O)Nc3nccs3)cc2)cc1 (stereo not drawn)	1.9%	4%	0%	-2%	63%
Cc1ccc2c(c1)-c1c(cnn1CC(=O)O)CO2	3.1%	-2%	12%	-9%	-11%
Cc1ccc(SCC(=O)Nc2ccc(S(N)(=O)=O)cc2)cc1	0.8%	14%	-4%	-4%	20%
Cc1c(C(=O)Nc2c(C)n(C)n(-c3ccccc3)c2=O)oc2ccccc12	0.4%	16%	5%	-5%	-6%

Next part
SMILES	VEEV TC-83 Vero	H1N1 NS1A inhibition	PhoP GFP inhibition	H37Rv inhibition	tuberculosis growth	others
CCc1nnc(NC(=O)c2oc3ccccc3c2COC(C)C)s1	1.6%	-19%	.	4%	22%
COc1ccc(NC(=O)CN2CCN(CC#N)CC2)cc1	0.4%	-7%	-4%	5%	9%
Cc1cc(C)c2nc(NCCCNC(=S)NCCCN(C)C)c(C#N)cc2c1	i	1%	1%	22%	?
CN1CCN(c2ccccc2NC(=O)c2ccc(-c3ccccc3[N+](=O)[O-])o2)CC1	6.6%	12%	-5%	-7%	25%
Cc1ccc2c(c1)c1c(n2CC(O)CN2C(=O)CNC2=O)C(=O)CCC1 (stereo not drawn)	2.4%	3%	-4%	3%	.
O=C1CC(C(=O)Nc2ccccc2)N=C(N2CCOCC2)N1 (stereo not drawn)	2.2%	10%	9%	-5%	-9%
CCOCCCNC(=O)c1c[nH]c2cc(C)ccc2c1=O	2.1%	5%	2%	1%	-13%
COc1ccc(-c2ccc(C(c3c(C)[nH][nH]c3=O)c3c(C)[nH][nH]c3=O)o2)c([N+](=O)[O-])c1	4.5%	4%	.	.	.
COc1cccc(NC(=O)COC(=O)c2ccccc2C(=O)N2CCN(c3ccccc3)CC2)c1	4.0%	-4%	-26%	5%	18%
CN(CC(=O)NC(=O)NCc1ccccc1)Cc1cccc(Cl)c1Cl	2.1%	-5%	-5%	12%	13%
COc1ccc(CNC(=O)c2ccc(CS(=O)(=O)c3ccccc3C)o2)cc1	0.3%	2%	-1%	-5%	12%
CC(C)OCCCNC(=O)c1cc2c(s1)CS(=O)(=O)C2	0.1%	-9%	11%	2%	-4%
COc1ccc(-n2ncc3c(NCCCN4CCOCC4)ncnc32)cc1	4.3%	10%	-6%	9%	6%
N#Cc1cc2c(nc1SCC(=O)O)CCCCC2	i	-15%	10%	-8%	1%
CCc1sc(N2C(=O)C3C4CCC(C4=C(C)C)C3C2=O)nc1-c1ccccc1 (stereo not drawn)	i	0%	-9%	-7%	10%	VEEV TC-83 Vero 10K pilot screen=3.9
Cc1ccc(C)n1N1C(=O)/C(=C\c2ccc(Cl)cc2)SC1=S	i	6%	-7%	-2%	37%
Cc1sc(N)nc1-c1cccs1	6.9%	5%	-15%	0%	15%
CC1CCN(C(=O)c2[nH]cnc2C(=O)N2CCN(C(=O)OC(C)(C)C)CC2)CC1	0.2%	-6%	.	-11%	-1%	VEEV TC-83 Vero 10K pilot screen=1.6
CCc1nnc(NC(=O)CSCc2cc(=O)n3ccsc3n2)s1	i	1%	9%	6%	-3%
CCOC(=O)C1C(=O)N(C)C2(C)CC1c1cc(OC)ccc1O2 (stereo not drawn)	i	4%	-5%	-7%	2%	VEEV TC-83 Vero 10K pilot screen=0.1
COc1ccc(NC(=O)C(NC(=O)c2ccc(=O)[nH]c2)c2ccccc2)cc1 (stereo not drawn)	1.0%	-13%	-4%	-2%	12%
O=C(NCC1CCCO1)c1ccc(N2CCCCC2)nc1 (stereo not drawn)	0.5%	23%	-3%	-7%	5%
CCOc1ccccc1N1CCN(Cc2cnc(-c3ccccc3)[nH]2)CC1	i	8%	4%	-3%	-2%
O=C(c1ccccc1)c1nccc2ccccc12	1.6%	-2%	-3%	1%	20%
O=C(/C=C/c1ccc([N+](=O)[O-])s1)N1CCN(c2ccccc2)CC1	2.6%	5%	3%	?	?
CCN1CCN(CCCNC(=O)CCCn2nc(C)c3sc4ccccc4c3c2=O)CC1	i	-7%	1%	1%	7%
CC(=O)Nc1ccc(N2N=C(C)C(N=Nc3ccccc3)C2=O)cc1 (stereo not drawn)	2.0%	22%	-8%	-6%	14%
